# USP1 inh = inhibitors of human USP1/UAF1 deubiquitinase; 390,000 compounds, 0.23% hits; recombinant USP1/UAF1, Ub-Rhodamine cleavage fluorescence; Potency, µM (doses to about 57.1 µM), for the others: at the highest dose activity change, negative = inhibition, actives largely listed as inhibitors; also: nearly all actives have a fitted effect of over 60% in size; inactives centre near -12
# Target sequence (O94782 whole entry, looked up): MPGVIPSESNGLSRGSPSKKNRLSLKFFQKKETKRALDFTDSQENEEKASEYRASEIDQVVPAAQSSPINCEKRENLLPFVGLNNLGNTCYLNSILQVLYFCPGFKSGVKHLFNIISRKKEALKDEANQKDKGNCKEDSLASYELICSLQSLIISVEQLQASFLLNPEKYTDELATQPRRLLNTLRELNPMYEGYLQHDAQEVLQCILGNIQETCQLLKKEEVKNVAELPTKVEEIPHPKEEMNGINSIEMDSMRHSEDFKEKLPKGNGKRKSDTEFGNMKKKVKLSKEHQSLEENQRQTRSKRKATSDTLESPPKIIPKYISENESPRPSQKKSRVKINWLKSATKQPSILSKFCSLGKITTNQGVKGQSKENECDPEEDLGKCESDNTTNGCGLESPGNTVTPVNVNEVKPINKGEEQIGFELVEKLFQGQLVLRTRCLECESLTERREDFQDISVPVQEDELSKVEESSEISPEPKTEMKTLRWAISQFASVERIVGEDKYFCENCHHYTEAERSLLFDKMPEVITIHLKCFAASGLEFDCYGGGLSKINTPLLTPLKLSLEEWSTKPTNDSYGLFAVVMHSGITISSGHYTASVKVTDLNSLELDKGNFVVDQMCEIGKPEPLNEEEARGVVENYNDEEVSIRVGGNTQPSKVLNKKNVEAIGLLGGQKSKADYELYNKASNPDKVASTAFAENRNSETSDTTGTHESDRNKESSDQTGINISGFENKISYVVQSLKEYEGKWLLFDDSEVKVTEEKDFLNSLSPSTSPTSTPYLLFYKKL
#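 In this screen, compounds sit with the deubiquitinase complex (1nM) for 15 min at room temperature before Ub-Rho is added at 150nM final. Fluorescence rise is then followed for 6 reads every 60 seconds.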
# mIDH1 inhibitor = blocks human mutant IDH1 R132H enzyme; O75874; AID 602179; 390,000 compounds, 0.093% hits; IDH1-R132H enzyme, NADPH consumption, diaphorase/resazurin fluorescence; Potency, µM (doses to about 76.6 µM), for the others: top-dose activity change, negative = inhibition, usual class: inhibitors; also: nearly all actives have a fitted effect of over 65% in size
#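 IDH1-R132H (0.5 ug/mL dispensed) in pH 7.5 Tris buffer was preincubated 30 min with compound, then given a substrate mix of 0.016 mM NADPH and 2 mM alpha-KG for 80 min at room temperature; remaining NADPH was read by diaphorase/resazurin fluorescence.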
# * marks the source's active call; other numbers are inactive results; ? = inconclusive. Calls follow the shape of the dose curve; as a rule, active = well fitted inhibition curve with a large enough effect; inconclusive = small, poorly fitted or top-dose-only effect; inactive = no such curve, though single readings can be large or run the other way. % is scaled to controls: 0 for no effect and ±100 for the full control effect; potency is read from the fitted curve at half-maximal effect. A portion of the library; rates above refer to the full screens.
# Below each SMILES: USP1 inh	mIDH1 inhibitor
CC(C)C1C(=O)N(Cc2cn(Cc3ccco3)nn2)CCS(=O)(=O)N1Cc1ccc(-c2ccc(Cl)c(Cl)c2)cc1 (stereo not given)
  -7.0%	-10.1%
CCOC(=O)c1csc(NC(=O)CCS(=O)(=O)c2ccc(Cl)cc2)n1
  -0.9%	-0.9%
CC#CC(=O)N1CCC(n2nccc2NC(=O)CCc2ccccc2)CC1
  -15.0%	9.1%
COc1ccc(OCCn2c(C)nc3ccccc32)cc1
  8.0%	3.2%
Cc1c(N=O)c(-c2ccccc2)n(O)[n+]1[O-]
  -28.0%	0.7%
CC(=O)Oc1ccc(-c2csc(Nc3ccccn3)n2)cc1
  3.9%	1.7%
NC1=NC2OC(CO)C(O)C2O1 (stereo not given)
  -16.3%	-15.9%
COC(=O)C1(C)NC(c2cccc(C)c2)C2C(=O)N(c3ccccc3)C(=O)C21 (stereo not given)
  2.9%	-4.1%
C[C@@H]1CN([C@H](C)CO)C(=O)CCCn2nncc2CO[C@@H]1CN(C)C(=O)Cc1ccccc1
  -17.3%	0.0%
COc1cccc(-c2ccc(NC(=O)C3CCCN(Cc4ccccn4)C3)cc2)c1 (stereo not given)
  -27.1%	-1.1%
CC1CCCC(NC(=O)COC(=O)C2=COCCO2)C1C (stereo not given)
  -13.2%	12.0%
CCCc1ccc(S(=O)(=O)N2CCN(C(=O)c3cc(C)on3)CC2)cc1
  ?	10.7%
O=C(NCc1nnnn1-c1ccc(F)cc1)c1ccc2ccccc2c1
  -19.2%	13.3%
Cc1c(C(=O)/C=C/c2ccccc2F)c2cc(O)ccc2n1C
  -26.1%	10.9%
COCCNc1oc(/C=C/c2cccs2)nc1S(=O)(=O)c1ccccc1
  ?	0.2%
O=C(c1cc(C2CC2)nn1-c1ccccc1)N1CCN(S(=O)(=O)c2ccccc2F)CC1
  -7.3%	-2.6%
O=C(CCCn1c(=S)[nH]c2cc3c(cc2c1=O)OCO3)NCCc1ccc(Cl)cc1
  4.0%	-0.4%
C[C@H]1CCCCO[C@H](CN(C)C(=O)C2CCCCC2)[C@@H](C)CN([C@@H](C)CO)C(=O)c2cc(NC(=O)NC3CCCCC3)ccc2O1
  -19.3%	0.0%
CCCCN1C(=O)C(CC(=O)NC2CCCCC2)CC(C(=O)N(C)C)=C1C (stereo not given)
  -1.7%	-1.5%
COc1ccc2oc(C(=O)OCC(=O)NC3CCS(=O)(=O)C3)c(C)c2c1 (stereo not given)
  -25.3%	12.2%
COc1ccc(C(=O)OCc2cc(=O)oc3cc(C)ccc23)cc1S(=O)(=O)N1CCOCC1
  -6.0%	-2.3%
COc1cc(/C=C/C(=O)OCC(=O)Nc2ccc3[nH]c(=O)[nH]c3c2)ccc1OC(F)F
  -23.0%	-0.8%
CSc1ncnc2c1ncn2CCCNCC1CCCCC1
  5.3%	-6.1%
Cc1ccc(C)c(NC(=O)COC(=O)c2c(-c3ccccc3)noc2C)c1
  -22.2%	11.2%
C[C@@H]1CCCCO[C@H](CN(C)C(=O)c2ccccc2)[C@@H](C)CN([C@H](C)CO)C(=O)c2cc(NC(=O)NC3CCCCC3)ccc2O1
  -22.0%	10.7%
Cc1ccc(NC(=O)c2ccco2)cc1
  ?	9.0%
O=C(COC(=O)c1ccco1)Nc1cccc(S(=O)(=O)N2CCOCC2)c1
  -30.8%	6.6%
COc1ccc([C@H]2C[C@@H](n3cc(C4CC4)nn3)[C@H](O)CN2CC2CCCCC2)cc1
  -10.0%	-2.8%
CC1NC(=O)c2cc3ccccc3cc2-n2c1nc1ccccc1c2=O (stereo not given)
  -14.6%	2.0%
CCCn1nc(C(=O)Nc2cccc(S(=O)(=O)N3CCOCC3)c2)c2ccccc2c1=O
  -16.9%	2.6%
Cc1ccc(OCC(=O)Nc2ccc3c(c2)nc(CCN2CCCC2)n3C)cc1
  -9.4%	3.7%
Cc1ccc([C@@H]2C[C@H]3[C@@H](CN2S(=O)(=O)c2ccc(Cl)cc2)C(=O)C[C@@H](c2cccc4ccccc24)N3S(=O)(=O)c2ccc(C)cc2)cc1
  -0.3%	0.6%
O=C1C(=Cc2ccccc2O)SC(=S)N1CCCN1CCOCC1
  ?	3.9%
CC(C)CN(C(=O)COc1ccccc1C(=O)NCc1ccccc1)C1CCS(=O)(=O)C1 (stereo not given)
  ?	-2.7%
CCOC=C1SC(=S)N(c2ccccc2OC)C1=O
  -26.7%	7.0%
Nc1ccn([C@@H]2O[C@H](CNCc3cc(Cl)ccc3OCc3ccc(Cl)cc3)[C@@H](O)[C@H]2O)c(=O)n1
  -2.6%	-3.2%
CCOC(=O)c1cc(C)nnc1C(=O)OCC
  -23.8%	8.5%
O=C(NCCOc1ccccc1)c1ccccc1F
  1.9%	-4.1%
O=C(CSc1nnc2n1CCCCC2)NCc1ccccc1
  -17.1%	11.5%
CCOC(=O)N1CCN(CC(=O)Nc2nccs2)CC1
  -12.9%	-6.2%
COc1cc(OC)cc(C(=O)N2CCN(S(=O)(=O)c3ccc4c(c3)OCCO4)CC2)c1
  -27.3%	-0.9%
COC(=O)c1ccc2cc(OC)c(OC)cc2c1
  0.7%	-5.4%
C[C@@H]1CN([C@@H](C)CO)C(=O)CCCn2nncc2CO[C@@H]1CN(C)S(=O)(=O)c1ccccc1F
  ?	0.0%
COc1ccc(C(=O)C=Cc2ccc(OCc3ccccc3)c(OC)c2)cc1OC
  -2.3%	-1.8%
C=CCNC(=S)N1CCC2CC1c1c(Cl)cccc12 (stereo not given)
  -20.8%	7.7%
O=C1NC(Cc2ccccc2)c2nc3ccc(Cl)cc3c(=O)n2-c2ncccc21 (stereo not given)
  -16.9%	17.3%
CC(C)(C)CCN1CCC(CN2CCNC2=S)CC1
  0.0%	-1.8%
CCN1C(=O)[C@H]2[C@@H](c3ccccc3)N[C@]3(CCCN(Cc4ccc(C)cc4)C3=O)[C@H]2C1=O
  -29.9%	9.9%
CCOC(=O)c1cc(OC(C)=O)c2ccc(OC)c(OC)c2c1
  -25.9%	7.1%
CC1CC(NC(=S)N(C)C)CC(C)(C)C1 (stereo not given)
  -25.5%	18.0%
COc1ccc(CCNC(=O)C(=O)c2cn(CC(=O)N3CCCC3)c3ccccc23)cc1OC
  -14.7%	-1.9%
CSc1ncnc2c1ncn2CCCNCC1CCCO1 (stereo not given)
  -24.5%	2.2%
C[C@@H]1CN([C@@H](C)CO)C(=O)CCCn2nncc2CO[C@H]1CN(C)S(=O)(=O)c1ccc(-c2ccccc2)cc1
  -19.0%	2.3%
CCOC(=O)N1Cc2cc3ccccc3nc2C1
  -17.6%	4.9%
C[C@H](CO)N1C[C@H](C)[C@@H](CN(C)Cc2ccc(Oc3ccccc3)cc2)OCc2cnnn2CCCC1=O
  ?	2.7%
Nc1ncnn1Cc1ccccc1
  -20.7%	-0.5%
COc1ccc(NC(=O)N(C)C[C@@H]2OCc3cnnn3CCCC(=O)N([C@H](C)CO)C[C@@H]2C)cc1
  -21.8%	8.2%
O=C(O)c1c[nH]n2c(=S)ncnc12
  -9.5%	-10.7%
O=C(NCc1cccc(Cl)c1)c1ccc(S(=O)(=O)N2CCCCC2)cc1
  -23.7%	1.2%
CCN(CC)CCCNc1cc(C)c(C#N)c2nc3ccccc3n12
  3.6%	-8.3%

# Entries of single compounds as entered above:
# Entry for Nc1ccn([C@@H]2O[C@H](CNCc3cc(Cl)ccc3OCc3ccc(Cl)cc3)[C@@H](O)[C@H]2O)c(=O)n1 : USP1 inh = -2.6%; mIDH1 inhibitor = -3.2%
# Entry for C=CCNC(=S)N1CCC2CC1c1c(Cl)cccc12 (stereo not given) : USP1 inh = -20.8%; mIDH1 inhibitor = 7.7%
# Entry for CCOC=C1SC(=S)N(c2ccccc2OC)C1=O : USP1 inh = -26.7%; mIDH1 inhibitor = 7.0%

# Not a retest: an excerpt of the list.
# Below each SMILES: USP1 inh	mIDH1 inhibitor
O=C(NCc1cccc(Cl)c1)c1ccc(S(=O)(=O)N2CCCCC2)cc1
  -23.7%	1.2%
CCN(CC)CCCNc1cc(C)c(C#N)c2nc3ccccc3n12
  3.6%	-8.3%

# Next section
# Below each SMILES: USP1 inh	mIDH1 inhibitor
COc1ccc(CN2C(=O)C(CC(=O)NCCc3ccccn3)CC(C(=O)N(C(C)C)C(C)C)=C2C)cc1 (stereo not given)
  -20.5%	1.3%
Oc1ccccc1C=NNC(=S)NC1CC2C=CC1C2 (stereo not given)
  -18.1%	1.1%
Cc1ccc([C@H]2C[C@H](O)[C@@H](n3cc(-c4ccc(F)cc4)nn3)CN2C(=O)c2cccs2)cc1
  -5.9%	-2.2%
C[C@H](CO)N1C[C@H](C)[C@H](CN(C)C(=O)c2ccc3ccn(C)c3c2)OCc2cnnn2CCCC1=O
  -16.2%	14.8%
CCOC(=O)C(C(=O)c1ccccc1)C(c1ccccc1)c1nccc2ccccc12 (stereo not given)
  -25.5%	10.6%
Cc1nc(NC(=O)c2ccccc2)sc1-c1cc(C(=O)N2CCOCC2)nn1Cc1ccccc1
  -18.7%	-5.3%
C[C@@H]1Cn2cnc(C(=O)Nc3cccc(Cl)c3)c2C(=O)N1
  ?	-5.8%
COc1cccc(-n2cc(CN(C)C(=O)C3CCC(=O)N(C4CC4)C3)cn2)c1 (stereo not given)
  0.0%	14.8%
O=C(Nc1c(F)c(F)c(F)c(F)c1F)c1ccc(Br)o1
  -1.3%	-3.2%
COCc1c(C(=O)NCC(c2ccco2)N2CCCC2)oc2ccccc12 (stereo not given)
  -24.2%	8.1%
COc1ccc(S(=O)(=O)N(C)C[C@H]2OCCCC[C@H](C)Oc3ccc(NC(=O)Nc4ccc(F)cc4)cc3C(=O)N([C@H](C)CO)C[C@H]2C)cc1
  ?	10.4%
COc1ccc(CCC(=O)Nc2ccc(S(=O)(=O)N3CCOCC3)cc2)cc1OC
  -0.8%	-3.1%
C[C@@H]1CN([C@@H](C)CO)C(=O)CCCn2nncc2CO[C@@H]1CN(C)C(=O)Nc1cccc(C(F)(F)F)c1
  -14.9%	5.4%
COc1ccc(-c2cc3nc(C)cc(N4CCN(C(=O)c5ccoc5)CC4)n3n2)cc1
  -8.2%	-1.9%
COc1ccc(OC)c(NC(=O)c2cccc(NC(=O)c3ccco3)c2)c1
  -16.8%	0.0%
O=C(OCc1ccccc1F)c1cc(S(=O)(=O)N2CCCCC2)ccc1N1CCOCC1
  -27.7%	8.1%
O=C(COC(=O)c1ccc(F)cc1Cl)NC1CC1
  -0.2%	-6.5%
C[C@H]1CN([C@@H](C)CO)C(=O)CCCn2nncc2CO[C@H]1CN(C)C(=O)c1ccccc1
  0.1%	1.6%
O=C(NCc1nnnn1-c1ccc(F)cc1)C(=O)c1c[nH]c2ccccc12
  -14.3%	7.3%
CCOc1ccc(N=Cc2ccc(N(C)C)cc2)c(O)c1
  ?	18.2%
O=C(NCCCN1CCOCC1)c1cc(S(=O)(=O)N2CCCCC2)ccc1Cl
  -23.5%	-6.0%
Cc1ccccc1CN(C)C[C@@H]1OCc2cnnn2CCCC(=O)N([C@@H](C)CO)C[C@H]1C
  -20.2%	0.0%
Cc1nnc(Cc2ccccc2)c2n[nH]c(C)c12
  -1.0%	-1.9%
COc1cccc(S(=O)(=O)N(C)C[C@@H]2Oc3cc(C#CCN(C)C)ccc3S(=O)(=O)N([C@H](C)CO)C[C@@H]2C)c1
  -15.3%	3.7%
CCc1cccc(CC)c1N1C(=O)CC(Sc2ccccc2N)C1=O (stereo not given)
  -17.5%	-2.4%
NS(=O)(=O)c1ccc(CCNC(=O)CSc2nc3c(sc(=S)n3-c3ccccc3)c(=O)[nH]2)cc1
  -24.7%	3.7%
C[C@@H]1CN([C@@H](C)CO)C(=O)CCCn2nncc2CO[C@H]1CN(C)S(=O)(=O)c1ccccc1C#N
  -23.1%	4.5%
CCN(CC)C(=O)C1=C(C)N(CCCOC)C(=O)C(CC(=O)NCc2cccc3ccccc23)C1 (stereo not given)
  -21.2%	14.7%
CC1=C(C(=O)N(C)C)CC(CC(=O)NCCCCc2ccccc2)C(=O)N1Cc1ccc(C(C)(C)C)cc1 (stereo not given)
  -16.0%	5.4%

# Single entries from the list.
# CCN(CC)C(=O)C1=C(C)N(CCCOC)C(=O)C(CC(=O)NCc2cccc3ccccc23)C1 (stereo not given) – mIDH1 inhibitor: 14.7%
# CC(C)(C)CCN1CCC(CN2CCNC2=S)CC1 – mIDH1 inhibitor: -1.8%
# C=CCNC(=S)N1CCC2CC1c1c(Cl)cccc12 (stereo not given) – USP1 inh: -20.8%
# C[C@@H]1CN([C@@H](C)CO)C(=O)CCCn2nncc2CO[C@@H]1CN(C)S(=O)(=O)c1ccccc1F – mIDH1 inhibitor: 0.0%

# Assay outcomes: PubChem BioAssay, National Center for Advancing Translational Sciences (NCATS)
